Screening results deposited in PubChem BioAssay by Broad Institute.
FN deposition inh – fibronectin deposition inhibition. AH1F fibroblasts, Alexa488-fibronectin deposition fluorescence, overnight. inhibition, % at 12.6 µM. 0.086% of 350,000 active;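 active = mean inhibition across replicates of 30% or more, regardless of how many single replicates reach that level; inconclusive = mean under 30% yet at least half of replicates reach 30%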;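 also: positive control wells lacked labelled fibronectin entirely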
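Test system: AH1F fibroblast monolayer depositing Alexa488-labelled fibronectin into matrix. Input: 10000 cells per well. Technique: fluorescence, ex 485 nm, em 525 nm. Buffer or medium: DMEM plus 2% serum, read in PBS. Timing: 1 h cell adhesion before compound, then overnight fibronectin incubation. Compound: single dose, pinned. Read-out basis: inhibition from reduced deposited-fibronectin fluorescence.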
PGC1a acetyl inh – lowers PGC1a acetylation signal in U2OS cells | 0.17% of 350,000 active | AlphaScreen anti-acetyl-lysine; with virally co-expressed GCN5 acetyltransferase | inhibition, % at 15.6 µM;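 active = every replicate shows inhibition of at least 40%; inconclusive = mean inhibition at least 40% but some replicate below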;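 also: 0% = neutral control wells and 100% = positive control wells; some results beyond the cut were filed as inactive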
miR-122 sensor – miR-122 inhibition in Huh7 cells. Huh7 miR-122 Renilla luciferase sensor, 48 h; neutral wells = 0, positive control = 100. activation (reporter increase), % at 12.5 µM. 0.3% of 340,000 active;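 active = mean replicate activation score at least 90 and every replicate individually at or above 90; inconclusive = only one of the two criteria met; inactive = neither criterion met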;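 also: higher luciferase means less miR-122 activity so hits act as miR-122 inhibitors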
PglD DTNB – inhibitors of Campylobacter jejuni PglD acetyltransferase; purified PglD enzyme, DTNB colorimetric CoA detection; inhibition, % at 12.5 µM; 0.098% of 360,000 active; AID 602405; in the data active = inhibition above about 16%, passing the limit was not always enough; inconclusive = no clear call, values can overlap the other calls; also: strong numbers were not always called active
INS-1E GSIS act – GLuc luminescence reporter in INS-1E cells, primary screen for activators of glucose-dependent secretion of insulin; INS-1E GLuc reporter insulin secretion, 2-3 h; activation, % at 16.6 µM; 0.61% of 370,000 active;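 active = lowest replicate activation of at least 40%, so every replicate reaches that level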;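 also: 0% = median of neutral control wells and 100% = median of IBMX positive control wells; some compounds called inactive have numbers as strong as hits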
F508del corr – CFTR F508del correction in bronchial cells. CFBE cells, YFP halide quenching; stimulated with forskolin plus potentiator P3; % fluorescence drop versus neutral controls. activity (quench increase), % at 7.58 µM. AID 720511. 0.36% of 350,000 active;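 active = mean added fluorescence quench of at least 8% versus neutral control, with both replicates also reaching 8%; inconclusive = only one of the mean or replicate conditions met; inactive = mean below 8% and not both replicates reaching 8%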;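 also: cells transiently co-express mutant CFTR-F508del with the halide-sensitive YFP; corrector assay measuring rescue of mutant channel to the surface after 24 h compound exposure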
Cneo AK release – Cryptococcus neoformans lysis via adenylate kinase release; C. neoformans lysis, adenylate kinase release luminescence, 4 h; normalised: neutral wells 0, clomiphene wells 100; lysis activity, % at 15 µM; 0.2% of 360,000 active;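 active = mean lysis activity across replicates of at least 80%, whatever share of replicates individually reach that level; inactive = mean lysis activity below 80%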
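read-out = cell lysis signal | test system = log-phase Cryptococcus neoformans yeast cells | input = cells at 5 × 10^6 per mL | medium = fresh YPD growth medium | signal = luminescent adenylate kinase detection reagent | timing = 4 h at 37 °C static, read 1 h later | dosing = single dose | controls = Clomiphene as positive lysis control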
C2C12 statin – protects C2C12 myotubes from simvastatin toxicity | ATP luminescence, 48 h; scaled: DMSO 0, geranylgeraniol control 100 | rescue of ATP level, % at 7.49 µM | 0.78% of 330,000 active | AID 602340;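 active = mean ATP rescue above about 67%, or every replicate alone reaching that limit, limit read from the data, passing the limit was not always enough; inconclusive = no clear call, values can overlap the other calls; inactive = mean under the limit and some replicate under it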;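 also: myotubes were challenged with 10 µM simvastatin during compound exposure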
Active calls of the source: *; ? = inconclusive; · = no result given; & = joins results of further samples; [ ] = dose if it differs, or a comment. Rows are unselected; any-hit rate near 2.1%.

The first six compounds, ahead of the listing:
nr | Structure | FN deposition inh | PGC1a acetyl inh | miR-122 sensor | PglD DTNB
1 | COc1ccc(NS(=O)(=O)c2cc(NC(=O)CCc3ccc(OC)c(OC)c3)ccc2N2CCOCC2)cc1 | 2 | -13 | 118* | -3
2 | CC(/C=C/C=C/c1ccccc1)=N/NC(=O)C(O)c1ccccc1 (stereo unspecified) | 9 | -9 | -3 | -3
3 | CCOc1ccccc1OCC(=O)Nc1c(C)n(C)n(-c2ccccc2)c1=O | -11 | · | 3 | 3
4 | CO[C@H]1CN(C)C(=O)c2ccc(NC(=O)C3CC3)cc2OC[C@@H](C)N(C(=O)C2CCCCC2)C[C@@H]1C | -12 | -4 | -3[16.7 µM] | -1
5 | Cc1ccnc(SC2CC(=O)N(c3ccc([N+](=O)[O-])cc3)C2=O)n1 (stereo unspecified) | -2 | 6 | 3 | -4
6 | O=C(Nc1cccn2ncnc12)c1ccc(Cl)cc1Cl | -9 | · | -16 | -2

nr | INS-1E GSIS act | F508del corr | Cneo AK release | C2C12 statin
1 | -15 | -4.7 | 0 | 2
2 | -3 | -1.8 | 4 | -1
3 | 15 | 1.8 | 1 | 4
4 | 7 | 0.3 | 6 | 10
5 | 4 | -2.9 | -2 | 5
6 | · | · | 3 | ·

This part in full, from the start:
nr | Structure | FN deposition inh | PGC1a acetyl inh | miR-122 sensor | PglD DTNB
1 | COc1ccc(NS(=O)(=O)c2cc(NC(=O)CCc3ccc(OC)c(OC)c3)ccc2N2CCOCC2)cc1 | 2 | -13 | 118* | -3
2 | CC(/C=C/C=C/c1ccccc1)=N/NC(=O)C(O)c1ccccc1 (stereo unspecified) | 9 | -9 | -3 | -3
3 | CCOc1ccccc1OCC(=O)Nc1c(C)n(C)n(-c2ccccc2)c1=O | -11 | · | 3 | 3
4 | CO[C@H]1CN(C)C(=O)c2ccc(NC(=O)C3CC3)cc2OC[C@@H](C)N(C(=O)C2CCCCC2)C[C@@H]1C | -12 | -4 | -3[16.7 µM] | -1
5 | Cc1ccnc(SC2CC(=O)N(c3ccc([N+](=O)[O-])cc3)C2=O)n1 (stereo unspecified) | -2 | 6 | 3 | -4
6 | O=C(Nc1cccn2ncnc12)c1ccc(Cl)cc1Cl | -9 | · | -16 | -2
7 | O=C(NCc1ccco1)c1ccc([N+](=O)[O-])o1 | · | -4 | -12 | -7
8 | Cc1ccc([N+](=O)[O-])cc1S(=O)(=O)Nc1cccc(-c2ccc(N3CCOCC3)nn2)c1 | -10 | · | · | 5
9 | COc1ccc(C(=O)Nc2ccccc2C(=O)Nc2cccnc2)cc1 | 5 | · | -7 | ·
10 | CCCC(=O)Nc1nc2ccc(OCC)cc2s1 | 1 | -6 | 5 | 9
11 | CCc1ccc(N2C(=O)C3C4CCC(C4=C(C)C)C3C2=O)cc1 (stereo unspecified) | 6 | -3 | 3 | 3
12 | O=C(CNS(=O)(=O)c1ccc(Br)cc1)NCc1cccnc1 | 1 | · | · | -6
13 | C[C@@H]1CN([C@@H](C)CO)C(=O)Cc2cc(NC(=O)CCC(F)(F)F)ccc2O[C@H]1CN(C)S(=O)(=O)c1ccc(Cl)cc1 | 12 | -4 | -3[16.7 µM] | -9
14 | C[C@@H]1CN([C@H](C)CO)C(=O)c2cc(NC(=O)CCC(F)(F)F)ccc2O[C@@H](C)CCCCO[C@H]1CN(C)C(=O)C1CCCCC1 | · | -17 | -5[16.7 µM] | -1
15 | O=C1CN(C(=O)COC(=O)c2ccc(Br)o2)c2ccccc2N1 | 0 | 2 | 3 | -6

nr | INS-1E GSIS act | F508del corr | Cneo AK release | C2C12 statin
1 | -15 | -4.7 | 0 | 2
2 | -3 | -1.8 | 4 | -1
3 | 15 | 1.8 | 1 | 4
4 | 7 | 0.3 | 6 | 10
5 | 4 | -2.9 | -2 | 5
6 | · | · | 3 | ·
7 | 0 | -2.2 | -1 | 39
8 | 4 | 0.3 | -1 | 7
9 | -1 | 2.6 | · | -15
10 | 0 | -0.5 | -6 | ?
11 | 2 | · | 0 | ·
12 | 6 | 1.9 | -3 | 1
13 | -9 | 0.8 | 2 | 9
14 | -12 | -0.2 | 2 | ·
15 | 21 | 0.2 | 3 | 7

(listing goes on)
nr | Structure | FN deposition inh | PGC1a acetyl inh | miR-122 sensor | PglD DTNB
16 | CCOC(=O)C1Cc2ccccc2CN1 (stereo unspecified) | -6 | -4 | 2 | 2
17 | Cc1cccc(-c2ccc([C@@H]3[C@H](CO)N4CCCCN(C(=O)c5ccc6c(c5)OCO6)C[C@@H]34)cc2)c1 | · | -19 | -4[16.7 µM] | 0
18 | C[C@H]1CCCCO[C@H](CN(C)C(=O)C2CCCCC2)[C@@H](C)CN([C@@H](C)CO)C(=O)c2cc(NC(=O)NC3CCCCC3)ccc2O1 | 2 | 0 | -8 | -1&6
19 | Cc1ccc2c(c1)N(S(=O)(=O)c1cc(-c3onc(C)c3C)ccc1C)CCO2 | 1 | -4 | 21 | 1
20 | COc1ccc(/C=N/NC(=O)CNC(=O)/C=C/c2ccccc2OC)cc1 | 3 | 6 | -3 | -2
21 | CCCC1CCC(=C(C#N)C(N)=O)CC1 (stereo unspecified) | 9 | 11 | -3 | 8
22 | C[C@@H]1CCCCO[C@@H](CN(C)C(=O)c2ccccc2)[C@@H](C)CN([C@@H](C)CO)C(=O)c2cc(NC(=O)Nc3cccc4ccccc34)ccc2O1 | · | 5 | -7[16.7 µM] | 5
23 | COc1ccc(C(CNC(=O)c2cccc(S(=O)(=O)Nc3cccc(C)c3)c2)N2CCOCC2)cc1 (stereo unspecified) | -2 | -6 | 10 | -7
24 | Cc1ccc(S(=O)(=O)N2CCCN(S(=O)(=O)c3ccc4c(c3)OCCO4)CC2)cc1 | 0 | 10 | -4 | ·
25 | CN1CCN([C@H]2CS(=O)(=O)N[C@@H]2COCc2ccccc2)CC1 | · | 8 | -2 | -3
26 | C[C@H](CO)N1C[C@H](C)[C@H](CN(C)CC2CC2)Oc2ccc(NC(=O)Nc3ccccc3)cc2CC1=O | · | · | -2[16.7 µM] | -3
27 | O=C(c1cnccn1)N1CC(=O)N2[C@H](CO)[C@@H](c3ccc(/C=C/c4ccccc4)cc3)[C@@H]2C1 | 21 | -5 | · | ·
28 | COC(=O)c1ccc(NC(=O)CSc2nn3c(=O)c(C)nnc3s2)cc1 | -3 | · | · | 4
29 | O=C(Nc1ccccc1)NC1CC2CCC(C1)N2Cc1nnnn1Cc1ccc2c(c1)OCO2 (stereo unspecified) | 10 | -3 | · | 6
30 | C[C@H](NC(=O)[C@H]1[C@H](CO)[C@H]2Cn3c(ccc(C4=CCCCC4)c3=O)[C@@H]1N2)c1ccccc1 | · | -2 | 1[16.7 µM] | -1

nr | INS-1E GSIS act | F508del corr | Cneo AK release | C2C12 statin
16 | 0 | · | 1 | 3
17 | -22 | 0.4 | 4 | -12
18 | -21&-9 | 2.1&3.2 | 0&0 | ?
19 | 5 | 0.5 | -3 | -20
20 | -5 | 1.7 | 0 | 6
21 | · | 0.5 | -1 | ·
22 | 14 | 1.7 | 1 | ·
23 | -17 | 2.7 | 0 | -7
24 | -17 | · | · | 29
25 | 10 | -0.5 | 0 | 2
26 | -11 | 0.9 | -53 | -30
27 | -11 | 2.4 | · | ·
28 | -5 | 1.1 | 1 | 1
29 | -13 | · | -1 | -4
30 | 4 | -1.9 | 0 | -15

Additional entries follow.
nr | Structure | FN deposition inh | PGC1a acetyl inh | miR-122 sensor | PglD DTNB
31 | CC(C)CC(NC(=O)c1cccc(Cl)c1)C(=O)O (stereo unspecified) | -4 | 4 | -4 | -4
32 | CC(=O)Nc1ccc(C(=O)OCCc2ccccc2)cc1 | 7 | 2 | -1 | 6
33 | NS(=O)(=O)c1ccc(NC(=O)CSc2nc3ccccc3n2-c2ccccc2)cc1 | 8 | · | -3 | -8
34 | CC1CCN(C(=O)CCCOc2ccc(Cl)cc2)CC1 | 2 | 5 | 4 | -2
35 | Clc1ccc(-n2c(SCc3nc4ccccc4[nH]3)nnc2-c2ccncc2)cc1 | · | -9 | 2 | 4
36 | C[C@H]1CN([C@@H](C)CO)C(=O)Cc2cc(NC(=O)NC3CCCCC3)ccc2O[C@H]1CN(C)C(=O)Nc1ccc2c(c1)OCO2 | · | 7 | -3[16.7 µM] | 2
37 | CCC(C)NCCCCOc1ccc(Cl)cc1C (stereo unspecified) | 2 | -18 | -5 | -4
38 | O=C(Nc1ccon1)Nc1ccccc1C(F)(F)F | 13 | · | · | -1
39 | Cc1ccc(/C=C/C(=O)Nc2sc3c(c2C#N)CCCC3)o1 | -13 | -8 | 1 | 1
40 | NC(=S)c1c(Cl)cc(C(F)(F)F)cc1Cl | 21 | 5 | 1 | -1
41 | C[C@@H]1CN([C@@H](C)CO)C(=O)c2cc(C#Cc3ccccc3F)cnc2O[C@H]1CN(C)C(=O)C1CC1 | · | 6 | -1[16.7 µM] | 2
42 | Cn1c(=O)n(C)c2cc(S(=O)(=O)N3CCN(c4ccccc4)CC3)ccc21 | 8 | 5 | · | 3
43 | CC1CCCC(NC(=O)CCS(=O)(=O)c2cc3c(cc2Cl)NC(=O)CO3)C1C (stereo unspecified) | 13 | -4 | 2 | -6
44 | CCOC(=O)c1c(C)nc2sc3c(c2c1-c1ccc(OC)cc1)NC(c1ccc(OC)cc1)NC3=O (stereo unspecified) | · | -6 | 6 | -4
45 | CCCCn1c(N)c(N(CC)C(=O)c2ccc(Cl)c([N+](=O)[O-])c2)c(=O)[nH]c1=O | 3 | · | · | -6

nr | INS-1E GSIS act | F508del corr | Cneo AK release | C2C12 statin
31 | 6 | -0.4 | 0 | ·
32 | -9 | 0.5 | 1 | ·
33 | 18 | · | -3 | 12
34 | · | · | -4 | -17
35 | · | · | 4 | 0
36 | 9 | -1.7 | -2 | -10
37 | 17 | · | -2 | ·
38 | -20 | 0.7 | 8 | 3
39 | -16 | · | -1 | 0
40 | · | 0.0 | 12 | -1
41 | -2 | 0.9 | 3 | 6
42 | 29 | -1.9 | -2 | ·
43 | -1 | -0.6 | 7 | -4
44 | · | · | -2 | ·
45 | -9 | -0.6 | 3 | 9

(list continues)
nr | Structure | FN deposition inh | PGC1a acetyl inh | miR-122 sensor | PglD DTNB
46 | CCOc1c(C)cc(S(=O)(=O)NCc2ccccn2)c(C)c1C | -1 | -9 | 21 | 5
47 | COc1ccc(NC(=O)N2CCCC2C(=O)NCCc2ccccc2)cc1 (stereo unspecified) | 10 | 12 | 7 | 6
48 | CCCN(C)C[C@H]1Oc2cc(C#CCC3CCCC3)ccc2S(=O)(=O)N([C@@H](C)CO)C[C@H]1C | 8 | -23 | 1[16.7 µM] | -3
49 | NS(=O)(=O)c1ccc(N/N=C/c2ccc[nH]2)c([N+](=O)[O-])c1 | -7 | · | 40 | ·
50 | C[C@H]1CN([C@@H](C)CO)C(=O)c2cccc(NC(=O)c3nc4ccccc4s3)c2O[C@H]1CN(C)Cc1ccc(Oc2ccccc2)cc1 | · | -22 | -17[16.7 µM] | 10

nr | INS-1E GSIS act | F508del corr | Cneo AK release | C2C12 statin
46 | 0 | 3.3 | -2 | -4
47 | -2 | -2.1 | 2 | 0
48 | -7 | 2.8 | 4 | -38
49 | 5 | 3.9 | · | -1
50 | -25 | 1.3 | 9 | -66
